Bioassay records: PubChem, National Center for Advancing Translational Sciences (NCATS)
EPAC1 agonist: EPAC1 (human) agonism; O95398; EPAC1 agonist qHTS, biochemical assay; response scale: 100% = response to 6.5 mM cAMP; Potency, µM (series often up to 154 µM), inactives show at the highest dose activation, hits mostly activators; hit rate 0.073% among 360,000; AID 720707; further: potency means the concentration at half of the fitted maximal effect; nearly all actives have a fitted effect of over 60% in size
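Nucleotide exchange assay: 100 nM EPAC1 with 250 nM Rap1B loaded with BODIPY-GDP and 50 uM GDP, room temperature. Fluorescence (480/540 nm) read every 5 min for 30 min; signal change normalized to 6.5 mM cAMP as full agonist.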
WRN inhibitor: inhibitors of human WRN helicase | Potency, µM (titrated, usually from 114 µM), for inactives: at the highest dose activity change, negative = inhibition, hits mostly inhibitors | AID 651768 | WRN helicase unwinding, fluorescent forked duplex, kinetic | Q14191 | hit rate 0.46% among 360,000; further: potency means the concentration at half of the fitted maximal effect; on the % scale 0 is the no-effect control and ±100 the full control effect; nearly all actives have a fitted effect of over 55% in size
Target sequence (Q14191 whole entry, looked up): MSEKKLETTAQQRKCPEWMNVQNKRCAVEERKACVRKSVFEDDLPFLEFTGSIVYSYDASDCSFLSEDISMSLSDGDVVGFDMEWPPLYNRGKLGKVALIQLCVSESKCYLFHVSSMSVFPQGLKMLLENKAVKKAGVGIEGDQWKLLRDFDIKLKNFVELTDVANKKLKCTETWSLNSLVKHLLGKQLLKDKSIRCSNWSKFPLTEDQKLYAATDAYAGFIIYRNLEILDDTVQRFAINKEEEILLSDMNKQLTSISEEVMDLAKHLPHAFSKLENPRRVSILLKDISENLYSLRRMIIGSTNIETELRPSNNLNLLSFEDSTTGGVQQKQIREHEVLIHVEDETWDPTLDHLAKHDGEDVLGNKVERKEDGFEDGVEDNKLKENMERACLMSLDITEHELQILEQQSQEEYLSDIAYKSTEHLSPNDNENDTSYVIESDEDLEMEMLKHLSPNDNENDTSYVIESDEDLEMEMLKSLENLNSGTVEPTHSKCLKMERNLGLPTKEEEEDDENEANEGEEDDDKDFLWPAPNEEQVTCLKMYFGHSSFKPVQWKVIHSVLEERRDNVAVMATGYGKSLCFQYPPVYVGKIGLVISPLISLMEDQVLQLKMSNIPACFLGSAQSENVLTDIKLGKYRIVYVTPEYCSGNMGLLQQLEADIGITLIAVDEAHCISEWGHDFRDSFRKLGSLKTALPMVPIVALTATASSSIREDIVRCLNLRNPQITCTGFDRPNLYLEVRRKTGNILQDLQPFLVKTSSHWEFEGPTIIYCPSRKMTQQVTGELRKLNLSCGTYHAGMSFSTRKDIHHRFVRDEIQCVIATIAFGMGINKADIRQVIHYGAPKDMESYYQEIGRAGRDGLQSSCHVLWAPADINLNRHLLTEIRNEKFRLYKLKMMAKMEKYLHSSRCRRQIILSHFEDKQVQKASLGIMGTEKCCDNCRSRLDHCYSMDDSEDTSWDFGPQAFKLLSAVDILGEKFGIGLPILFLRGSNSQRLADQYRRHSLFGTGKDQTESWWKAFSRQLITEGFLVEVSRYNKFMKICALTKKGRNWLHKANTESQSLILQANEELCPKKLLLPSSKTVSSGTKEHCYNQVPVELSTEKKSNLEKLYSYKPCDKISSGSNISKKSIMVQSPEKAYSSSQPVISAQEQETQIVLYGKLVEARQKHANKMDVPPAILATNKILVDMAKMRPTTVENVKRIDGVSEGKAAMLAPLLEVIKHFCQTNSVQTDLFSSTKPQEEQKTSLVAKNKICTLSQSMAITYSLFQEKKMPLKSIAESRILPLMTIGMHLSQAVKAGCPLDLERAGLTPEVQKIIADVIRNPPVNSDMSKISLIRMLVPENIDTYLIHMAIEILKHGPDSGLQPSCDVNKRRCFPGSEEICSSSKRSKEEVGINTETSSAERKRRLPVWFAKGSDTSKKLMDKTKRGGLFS
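Fluorescence dequenching readout, ex 525 nm/em 598 nm, kinetic mode: forked duplex DNA (100 nM final) with adjacent fluorophore and quencher unwound by WRN (20 nM final) with 2 mM ATP. Compound preincubation 15 min, room temperature.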
PI5P4K alpha inh: PI5P4K alpha (human) kinase inhibition. PI5P4Kalpha enzyme, ADP-Glo luminescence, 60 min; active compounds read low. max response, %. P48426. hit rate 1.2% among 330,000; active means max response of -50% or lower; inconclusive means between -30% and -50%; inactive means -30% or higher; further: value at the top dose of about 77 µM; on the % scale 0 is the no-effect control and ±100 the full control effect
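Quantitative HTS of the MLSMR library against PI5P4Kalpha with substrate. ATP added last at 5 microM final; room temperature, 60 minutes. Remaining ATP depleted, ADP converted and read as luminescence.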
PLK1 PBD block: inhibitors of human PLK1 polo-box domain binding. hit rate 2.8% among 360,000. Plk1 PBD binding of FITC phosphopeptide, fluorescence polarization. P53350. Potency, µM, for the others: max response, negative = inhibition, actives largely listed as inhibitors; further: potency means the concentration at half of the fitted maximal effect; series mostly up to about 57 µM; on the % scale 0 is the no-effect control and ±100 the full control effect; nearly all actives have a fitted effect of over 65% in size
CCT chaperon mod: changes cytosolic chaperonin activity | purified chaperonin ATPase assay, HTRF ADP detection, 30 min | activity change, % (concentration not given with the values), hits read low | hit rate 0.3% among 360,000 | AID 651819; in the data active means activity change below about -30%; further: on the % scale 0 is the no-effect control and ±100 the full control effect
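Enzyme 40 or 20 nM (batch-dependent) in Tris pH 7.4/KCl/MgCl2/DTT; cpd 76 uM single point; ATP 10 uM; 30 min 37 °C; Transcreener ADP HTRF detection, 30 min RT; ratio 665/615.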
EPAC2 antagonist: EPAC2 (human) antagonism | hit rate 0.18% among 360,000 | EPAC2 GEF exchange of Rap1B-BODIPY-GDP, fluorescence | Potency, µM (series often up to 114 µM), inactives show top-dose activity, negative = inhibition, most hits filed as inhibitors; further: potency means the concentration at half of the fitted maximal effect; on the % scale 0 is the no-effect control and ±100 the full control effect; nearly all actives have a fitted effect of over 45% in size; many of its hits are not listed in these tables
EPAC1 antag: antagonists of human EPAC1; O95398; EPAC1 GEF assay, Rap1b-BODIPY-GDP exchange fluorescence; Potency, µM (doses to about 115 µM), for the others: top-dose activity change, negative = inhibition, hits mostly inhibitors; hit rate 0.14% among 360,000; AID 720709;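 further: potency means the concentration at half of the fitted maximal effect; plate controls were vehicle for no effect and positive control for full effect; nearly all actives have a fitted effect of over 50% in size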
MmCpn inh: blocks the Methanococcus maripaludis chaperonin Mm-Cpn | purified Mm-Cpn ATPase, ADP Transcreener TR-FRET | Potency, µM (highest dose often 76.9 µM), inactives show at the top dose activity, negative = inhibition, usual class: inhibitors | hit rate 0.031% among 330,000; further: potency means the concentration at half of the fitted maximal effect; on the % scale 0 is the no-effect control and ±100 the full control effect; nearly all actives have a fitted effect of over 80% in size
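25 nM Mm-CPN + cpd, 10 min 37°C; + 10 uM ATP, 30 min 37°C; buffer 30 mM Tris pH 7.4, 100 mM KCl, 5 mM MgCl2, 1 mM DTT; Transcreener ADP HTRF detection 30 min RT.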
* = called active by the depositor; u = inconclusive; x = not tested or not shown; & = joins results of further samples; [ ] = remark or other dose. Unless noted, the call rests on the fitted dose curve; in most records, active means well fitted curve in the direction sought with a large enough effect; inconclusive means small, poorly fitted or top-dose-only effect, or another doubt; inactive means no such curve, though single readings can be large; an effect the other way counts as inactive or inconclusive. These rows are one share of the data, so the mix of outcomes need not match the whole.

item	mol	EPAC1 agonist	WRN inhibitor	PI5P4K alpha inh	PLK1 PBD block	CCT chaperon mod	EPAC2 antagonist	EPAC1 antag	MmCpn inh
1	CC(=O)N1N=C2/C(=C/c3ccccc3)CCCC2C1c1ccccc1 (stereo not given)	-3%	2%	-6	27µM*	-1.7	-29%	-27%	2%
2	O=C(NCCN1CCCCC1)Nc1ccc(F)cc1F	1%	6%	2	-3%	-1.1	5%	-1%	-1%
3	CCc1cc2cc3c(cc2nc1SCC(=O)Nc1nnc(C)s1)OCCO3	-2%	-6%	x	0%	-8.6	2%	10%	-10%
4	COC(=O)c1c(C)oc(C)c1S(=O)(=O)N(C)C1CCCCC1	0%	-16%	1	-9%	-0.1	-22%	-7%	-1%
5	COc1cccc(C(=O)NCCS(=O)(=O)NC2CCCC2)c1	-5%	-28%	0	-16%	2.0	12%	-5%	-1%
6	C[C@H]1CN([C@@H](C)CO)S(=O)(=O)c2ccc(Br)cc2O[C@H]1CN(C)C(=O)NC1CCCCC1	16%	-11%	9	10%	1.5	-20%	3%	x
7	C[C@@H]1CN(Cc2nc(-c3cccs3)no2)C[C@H](C)O1	11%	5%	2	u	-2.1	-7%	-11%	2%
8	COc1ccc2oc(C(=O)C3CC3)c(N)c2c1	3%	-23%	13	-6%	1.2	-2%	-16%	1%
9	O=C(NC(=S)Nc1nc2c(s1)CCCC2)c1ccccc1	9%	-6%	0	-17%	-3.9	3%	-1%	0%
10	CCc1nc2ccc(C(=O)N(C)CCN(C)C)cn2c1N(CC)C(=O)NCCc1ccccc1	-15%	-8%	-2	-4%	-0.7	16%	16%	x
11	COc1ccc(OCCCN(C)Cc2ccccc2)cc1	3%	-6%	-3	-4%	0.4	3%	-9%	0%
12	CN(Cc1ccco1)Cc1ccc(O)c2ncccc12	-17%	x	x	x	x	5%	2%	0%&2%
13	Cc1ccc(NC(=O)c2nnn(-c3cc(C)cc(C)c3)c2N)cc1	14%	-14%	1	-25%	-4.1	-17%	-11%	3%
14	Nn1c(SCC(=O)NC(=O)NCc2ccco2)nnc1-c1ccc(OC(F)F)cc1	5%	-4%[11.6 µM]	-67*	-21%	-1.2	8%	-15%	1%
15	CCOc1ccc(N(C(C)C(=O)Nc2ccc(OC)cc2)S(C)(=O)=O)cc1 (stereo not given)	0%	-1%	x	-10%	-0.7	-5%	-6%	-1%
16	CCn1cc(/C=C(\NC(=O)c2ccccc2)C(=O)NCCCn2ccnc2)c2ccccc21	-3%	9%	0	2%	-0.7	5%	3%	x
17	NS(=O)(=O)c1ccc(CNC(=O)/C=C/c2c(F)cccc2Cl)cc1	11%	-4%	1	-15%	-1.1	-4%	-15%	-5%
18	O=C(NCNC(=O)c1ccccc1)c1ccccc1	7%	-5%	x	-14%	-1.8	-1%	1%	2%
19	CCOc1ccc(/C=C(\C#N)C(=O)NCC2CCCO2)cc1OCC (stereo not given)	-7%	-27%	2	-6%	-1.4	10%	-25%	-28%
20	Cc1nn(-c2ccccc2)c(Cl)c1/C=N/NC(N)=O	4%	-2%	-5	-1%	2.7	-6%	-6%	0%
21	O=C(O)c1cccc(NC(=S)NC(=O)C(c2ccccc2)c2ccccc2)c1	-3%	-21%	4	-15%	2.0	-1%	3%	0%
22	COc1ccc(NC(=O)c2cc(C3CCCCN3S(=O)(=O)c3ccc(F)cc3F)on2)c(C)c1 (stereo not given)	-7%	-4%	6	2%	-1.0	-27%	-2%	x
23	Cc1cc(-c2nc3cccnc3s2)ccc1NS(=O)(=O)c1cccs1	2%	1%	u	-4%	-1.5	-11%	5%	0%
24	O=C1NC(=O)C2(N1)c1ccccc1-c1ccccc12	-2%	8%	12	3%	0.4	8%	-13%	x

2 compounds picked at random from the list so far:
item	mol	EPAC1 agonist	WRN inhibitor	PI5P4K alpha inh	PLK1 PBD block	CCT chaperon mod	EPAC2 antagonist	EPAC1 antag	MmCpn inh
9	O=C(NC(=S)Nc1nc2c(s1)CCCC2)c1ccccc1	9%	-6%	0	-17%	-3.9	3%	-1%	0%
10	CCc1nc2ccc(C(=O)N(C)CCN(C)C)cn2c1N(CC)C(=O)NCCc1ccccc1	-15%	-8%	-2	-4%	-0.7	16%	16%	x

Next part
item	mol	EPAC1 agonist	WRN inhibitor	PI5P4K alpha inh	PLK1 PBD block	CCT chaperon mod	EPAC2 antagonist	EPAC1 antag	MmCpn inh
25	CCOc1ccc(S(=O)(=O)N2CCCC(C(=O)Nc3cc(C)cc(C)c3)C2)cc1 (stereo not given)	0%	5%	11	-6%	0.1	-2%	0%	-1%
26	CCCCNC(=O)C1(C)CCN1C(=O)c1ccc(F)cc1Cl (stereo not given)	4%	-1%	4	-9%	-1.3	2%	-4%	x
27	O=C(NCCc1ccccc1)c1[nH]c(C(F)(F)F)nc1-c1ccccc1	-3%	-10%	2	0%	1.6	12%	-2%	x
28	COc1ccc(NC(=O)C2C3C=CC(C3)C2C(=O)NCc2ccco2)c(OC)c1 (stereo not given)	0%	-1%	-1	4%	-0.3	2%	0%	-1%
29	CCN(CC)C(c1ccc(F)cc1)c1nnnn1CC1CCCO1 (stereo not given)	-2%	-1%	-2	1%	-3.2	0%	1%	2%
30	CN(C)C=NC(=O)c1cc(C(=O)c2ccc(C(C)(C)C)cc2)c[nH]1	-6%	-6%	-1	9%	-0.1	1%	16%	-7%
31	C=CCNC(=O)c1sc(-c2ccccc2)nc1C	-1%	-11%	-5	-9%	-1.2	-7%	9%	3%
32	C/C(=N\N1C(C)CCCC1C)c1ccccc1O (stereo not given)	14%	-16%	3	-6%	-2.5	-12%	-14%	1%
33	CC1(C)CC(=O)C/C(=N\NC(=S)NCc2ccccc2)C1	11%	11%	1	1%	-1.2	-1%	-11%	-2%
34	C=CCC[C@H](Cc1ccc(F)cc1)C(=O)OC[C@@H](NC(=O)[C@@H](CC=C)CC(=O)N[C@@H](CO)Cc1ccccc1)C(C)(C)C	-21%	-10%	6	-1%	-2.1	-3%	-15%	-2%
35	C=CCOC(=O)C1=C(C)NC2(O)c3ccccc3C(=O)C12O (stereo not given)	3%	2%	1	-5%	0.9	7%	4%	-1%
36	CCOc1ccc(S(=O)(=O)N2CCN(C(=S)NCc3ccco3)CC2)cc1	15%	-6%	-4	-24%	0.9	-5%	-23%	4%
37	COc1ccccc1/C=C/C=N/n1c(C2CCCCC2)n[nH]c1=S	9%	-10%	7	u	-1.6	-2%	5%	1%
38	O=C(Cn1cnnn1)Nc1cccc([N+](=O)[O-])c1	4%	1%	-2	-4%	-3.7	-3%	-9%	0%
39	O=C(Nc1nn(Cc2ccc(Cl)cc2)cc1Br)c1ccc(COc2ccccc2Cl)o1	0%	-34%[57.1 µM]	-1	-9%	-0.1	4%	-7%	-3%
40	O=C(Nc1cccc(Cl)c1)Nc1nnc([C@@H]2C[C@H](O)[C@@H](CO)O2)s1	-14%	7%	-5	-4%	1.7	0%	10%	x
41	CN1CCN(C(=O)C23CCC(C)(C(=O)C2Br)C3(C)C)CC1 (stereo not given)	-6%	2%	2	-5%	-1.0	-1%	10%	-2%
42	COC(=O)C[C@@H]1C=C[C@@H](NC(=O)CN(C)C)[C@@H](CO)O1	-1%	-7%	9	1%	x	-6%	-9%	x
43	C/C(=N/NC(=O)c1cc2ccccc2cc1O)C1C(=O)c2ccccc2C1=O	11%	45µM*	u	9.5µM*	-0.4	-8%	u	-2%
44	Cc1ccc(-n2c(C)nnc2SCC(=O)N2CCOCC2)cc1	-1%	-19%	2	-1%	-1.1	-4%	0%	-3%
45	Cc1ccc(OCCn2c3ccccc3n3nc(C)c(=O)nc23)cc1	-1%	-3%	7	-9%	-1.5	-7%	-22%	0%
46	CCn1c(CNc2ccc(F)cc2)nnc1SCC(=O)Nc1ccc(OC)cc1	-1%	7%	-3	-2%	-0.9	4%	9%	-1%
47	COC(=O)c1ccc(CSc2ncnc3ccccc23)o1	-14%	3%	0	-3%	-1.0	7%	4%	0%
48	CCC(C)(C)n1nnnc1C(c1cccc(C#N)c1)N1CCN(c2cc(C)ccc2C)CC1 (stereo not given)	-12%	9%	x	-5%	0.7	4%	16%	1%
49	COc1cc2c(cc1OC)CN(CC(=O)Nc1ccccc1C#N)CC2	11%	-34%	2	-7%	-0.9	-1%	-8%	0%
50	CCCCn1c(N)c(Sc2ccc(C)cc2)c(=O)[nH]c1=O	-2%	3%	0	0%	1.4	1%	9%	-1%
51	CC(=O)Nc1ccc(C(=O)N2CCCC(c3cc(C(=O)Nc4ccccc4)no3)C2)cc1 (stereo not given)	-11%	10%	0	1%	-1.0	12%	1%	x
52	CS(=O)(=O)NCCNc1ccc(C(F)(F)F)cc1[N+](=O)[O-]	-2%	5%	-1	5%	0.3	1%	-12%	1%
53	Cc1ccccc1N(CC(=O)NCCSCc1ccccc1)S(C)(=O)=O	10%	-1%	7	-6%	1.5	-9%	1%	0%
54	CCn1c(SCC(=O)NC2CC2)nnc1-c1ccncc1	10%	-4%	1	5%	-0.7	-1%	-7%	2%
55	Cc1ccc(C(c2nnnn2C2CCCCC2)N2CCc3ccccc32)cc1 (stereo not given)	2%	-5%	8	2%	1.2	0%	-23%	1%
56	CCOC(=O)N1CCC(NS(=O)(=O)c2cc(Br)cnc2N)CC1	9%	2%	-7	-9%	-3.9	0%	6%	1%
57	CCn1nnnc1NCc1c(OC)ccc2ccccc12	4%	4%	1	-5%	1.1	13%	-8%	-6%
58	CC(=O)OCC(=O)Nc1ccc(C(C)=O)cc1	4%	3%	1	-7%	-3.1	-15%	-3%	2%
59	Cc1ccc(SC2=C(N(C)C)C(=O)c3ccccc3C2=O)cc1	17%	-11%	0	u	-0.6	u	-21%	x
60	Cc1ccc(S(=O)(=O)SC/C=C/CSS(=O)(=O)c2ccc(C)cc2)cc1	1%	u	-85*	2.7µM*	-0.7	-1%	11%	x
61	O=C(CSc1n[nH]c(-c2ccccc2)n1)N1CCCC1	5%	-21%	0	1%	1.6	6%	-13%	5%
62	Cc1ccc(C2=NS(=O)(=O)N(C)C(C(=O)NCc3ccccn3)=C2)cc1	0%	-4%	8	2%	0.0	-5%	-13%	1%
63	CCOC(=O)c1cnc2ccccc2c1Nc1ccc2c(c1)OCCO2	14%	-14%	1	-4%	-2.5	-8%	u	1%
64	Cc1ccc(CN2CCN(Cc3ccc(C)s3)CC2CCO)cc1 (stereo not given)	-2%	5%	0	-2%	-3.5	-6%	-15%	-2%
65	COc1ccc(-n2cnc3c(N)nc(N)nc32)cc1	9%	-7%	-8	-1%	-0.9	18%	1%	x
66	c1ccc2c(C3=NNC(=NC4CCCCC4)SC3)c[nH]c2c1	14%	-6%	u	-24%	0.2	-4%	12%	-3%
